TPT1 inhibitor – Candida albicans TPT1 enzyme inhibitors, primary screen, biochemical, fluorescence polarization | tRNA 2'-phosphotransferase TPT1 (Candida albicans SC5314) | recombinant caTPT1, FP RNA substrate dephosphorylation | inhibition, % at 5 µM | 300,000 compounds, 0.81% hits | AID 1962, 2009;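 active = inhibition above the mean of all tested compounds plus 3 SD, set per screening campaign, cut at about 24% in these data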;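 note: plate controls were DMSO alone for no effect and ferristatin control at 100 nM for full effect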
GSTO1 counter – inhibitors of recombinant GSTO1, primary screen, counter-screen for RBBP9 inhibitor project, biochemical, fluorescence polarization; inhibition, % at 5.96 µM; 300,000 compounds, 1.1% hits; Glutathione S-transferase omega-1 (Homo sapiens), P78417; activity-based probe fluorescence polarization;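 active = inhibition above the campaign mean inhibition plus 3 SD, cut at about 35% in these data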;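 note: 0% = GSTO1-1 with DMSO and 100% = wells lacking GSTO1-1 enzyme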
MEX-5 binding – MEX-5 zinc finger RNA-binding disruptors – biochemical, C. elegans, fluorescence polarization, MLPCN library, primary screen; Zinc finger protein mex-5 (Caenorhabditis elegans), Q9XUB2; MEX-5/FITC-TCR2 RNA binding; active compounds read low; activity score (negative = inhibition of binding), % at 10 µM; 300,000 compounds, 0.38% hits; AID 1832, 2009;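 active = inhibition past about -25% in most replicates, and total fluorescence under double the plate's negative control median, limit read from the data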;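 note: 0% = DMSO and -100% = 5 µM competing unlabeled TCR2 RNA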
Bcl-xL primary – inhibitors of human Bcl-xL, primary screen, biochemical, fluorescence polarization, HTS; Bcl-2-like protein 1 (Homo sapiens), Q07817; GST-Bcl-xL / FITC-Bim BH3 peptide fluorescence polarization; inhibition, % at 10.9 µM; 320,000 compounds, 0.7% hits; AID 2129, 2009;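 active = inhibition above the mean of all tested compounds plus 3 SD, cutoff set per campaign, cut at about 30% in these data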;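 note: 0% = DMSO wells and 100% = unlabeled Bim-BH3 peptide competitor; inhibitors lower millipolarization by displacing the labeled peptide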
Target sequence (Q07817 whole entry, looked up): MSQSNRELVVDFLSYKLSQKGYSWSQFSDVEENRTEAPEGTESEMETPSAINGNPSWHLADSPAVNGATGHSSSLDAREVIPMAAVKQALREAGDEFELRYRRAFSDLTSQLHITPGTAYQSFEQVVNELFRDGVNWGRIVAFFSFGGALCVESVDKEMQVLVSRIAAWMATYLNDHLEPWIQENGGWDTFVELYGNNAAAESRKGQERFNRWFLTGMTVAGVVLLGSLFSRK
GLD-1 RNA inh – GLD-1/TGE RNA complex disruptors, primary screen, biochemical, fluorescence polarization; Female germline-specific tumor suppressor gld-1 (Caenorhabditis elegans), Q17339; purified GLD-1 + fluorescein TGE RNA; inhibition, % at 5.96 µM; 320,000 compounds, 0.44% hits; AID 2280, 2010;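 active = percent inhibition above a per-plate cutoff, the plate mean of test compounds plus 3 SD, cut at about 30% in these data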;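 note: 0% = DMSO wells with GLD-1 and probe and 100% = wells lacking GLD-1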
Target sequence (Q17339 whole entry, looked up): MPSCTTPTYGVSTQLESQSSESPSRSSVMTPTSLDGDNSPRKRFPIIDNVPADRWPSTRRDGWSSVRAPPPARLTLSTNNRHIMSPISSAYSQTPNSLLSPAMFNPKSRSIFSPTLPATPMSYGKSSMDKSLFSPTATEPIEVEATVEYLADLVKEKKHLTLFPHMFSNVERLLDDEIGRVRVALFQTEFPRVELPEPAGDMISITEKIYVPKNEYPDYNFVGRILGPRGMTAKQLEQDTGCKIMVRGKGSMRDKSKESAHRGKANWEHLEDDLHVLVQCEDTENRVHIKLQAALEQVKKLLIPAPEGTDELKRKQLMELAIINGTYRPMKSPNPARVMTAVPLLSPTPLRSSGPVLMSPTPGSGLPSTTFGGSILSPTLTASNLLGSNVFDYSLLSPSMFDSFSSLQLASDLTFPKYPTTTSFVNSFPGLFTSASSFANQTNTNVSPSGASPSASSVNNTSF
PME-1 inh – PME-1 inhibitors via competitive probe labeling, primary screen, biochemical, fluorescence polarization, FP-Rh probe, HTS. Protein phosphatase methylesterase 1 (Homo sapiens), Q9Y570. recombinant PME-1. inhibition, % at 5.9 µM. 320,000 compounds, 0.53% hits;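 active = inhibition above the campaign mean of all compounds plus 3 SD, cut at about 26% in these data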;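 note: competitive labeling of PME-1 active site by serine hydrolase directed probe; 0% = PME-1 with DMSO and 100% = wells lacking PME-1 enzyme; inhibitors block probe labeling so polarization falls and inhibition rises; many of its hits are not listed in these tables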
PAD4 FP inh – human PAD4 inhibitors, primary screen, biochemical, fluorescence polarization, 1536-well format. Protein-arginine deiminase type-4 (Homo sapiens), Q9UM07. recombinant PAD4, RCA probe fluorescence polarization. inhibition, % at 6.36 µM. 330,000 compounds, 0.41% hits;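 active = percent inhibition above a cutoff equal to the mean of all tested compounds plus 3 SD, cut at about 15% in these data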;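 note: 0% = PAD4 with RCA probe and DMSO and 100% = probe without PAD4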
MCL1 BIM primary – inhibitors of MCL1 binding to BIM-BH3, primary screen, biochemical, fluorescence polarization; Induced myeloid leukemia cell differentiation protein Mcl-1 (Homo sapiens), Q07820; GST-MCL1 / FITC-Bim-BH3 fluorescence polarization; inhibition, % at 10.9 µM; 320,000 compounds, 0.68% hits;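 active = inhibition above the mean inhibition of all tested compounds plus 3 SD, set per campaign, cut at about 40% in these data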;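 note: 0% = DMSO wells and 100% = unlabeled Bim-BH3 peptide control; higher means more loss of mP so more displacement of Bim peptide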
Target sequence (Q07820 whole entry, looked up): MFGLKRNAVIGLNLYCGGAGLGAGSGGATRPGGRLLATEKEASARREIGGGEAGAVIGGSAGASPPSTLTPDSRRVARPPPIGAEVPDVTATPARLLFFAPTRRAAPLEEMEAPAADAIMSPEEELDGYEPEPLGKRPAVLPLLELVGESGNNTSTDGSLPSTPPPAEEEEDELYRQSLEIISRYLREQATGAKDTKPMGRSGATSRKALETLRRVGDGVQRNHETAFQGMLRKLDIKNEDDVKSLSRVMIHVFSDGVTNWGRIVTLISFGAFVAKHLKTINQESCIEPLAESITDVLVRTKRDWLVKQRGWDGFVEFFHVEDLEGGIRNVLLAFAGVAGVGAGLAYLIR
Fam108B inh – mouse Fam108B serine hydrolase inhibitors, primary screen, counter-screen for RBBP9 inhibitor project, biochemical, fluorescence polarization; recombinant Fam108B, FP-Rh probe fluorescence polarization; inhibition, % at 9.51 µM; 300,000 compounds, 0.33% hits; AID 1947, 2009;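 active = inhibition above the screen mean inhibition plus 3 SD, computed separately per campaign, cut at about 18% in these data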;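 note: inhibitors lower polarization as less probe binds the enzyme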
* = called active by the depositor; . = no result given. Not all compounds are listed, so the mix of outcomes need not match the whole.

SMILES	TPT1 inhibitor	GSTO1 counter	MEX-5 binding	Bcl-xL primary	GLD-1 RNA inh	PME-1 inh	PAD4 FP inh	MCL1 BIM primary	Fam108B inh
O=C(O)C1CCCN1S(=O)(=O)c1ccc(F)cc1 (stereo not drawn)	-6	8	-1.3	2	5	-2	4	0	-1
COc1cc(C(C)=O)ccc1OCC(=O)OCCCOC(=O)COc1ccc(C(C)=O)cc1OC	-1	0	5.8	1	-4	3	2	-3	0
CC(C)CN1CCC(C(=O)N2CCN(c3ccccc3F)CC2)CC1	-2	6	0.8	4	10	-5	-10	3	2
CC(C)=N/N=C1\NC(=O)C(C)S1 (stereo not drawn)	0	1	3.5	1	2	1	1	7	1
Cc1ccc(-c2cc(C(=O)NCc3ccco3)c3ccccc3n2)o1	3	6	-0.5	20	22	-7	-5	51*	3
O=c1[nH]c2c(s1)C(c1ccc(O)cc1)C1C3CCC(C3)C1S2 (stereo not drawn)	1	-6	-2.1	4	5	4	2	8	6
CN(CC(=O)Nc1cccc(F)c1)C(=O)c1ccc(C2SCCS2)cc1	1	-15	-0.5	3	-1	6	-6	6	6
Cc1ccc(-c2c(C#N)c(N)n(-c3ccc(C)cc3)c(=O)c2C#N)cc1	4	-1	-1.3	-2	-9	-5	-4	0	1
N=C1/C(=C\c2ccc(-c3cccc(Cl)c3)o2)C(=O)N=C2SC=C(c3ccccc3)N12	60*	-18	-0.6	-9	-14	17	-40	-56	9
COc1ccccc1CNC(=O)CCSCc1cccc(Cl)c1	-4	1	0.6	1	4	4	-4	-2	0
COC(=O)C(Cc1ccccc1)NC(=O)CSc1nc(C)cc(=O)[nH]1 (stereo not drawn)	-1	1	1.2	6	-2	-5	-4	3	-1
[O-]/[N+](=C\c1ccccc1)c1ccc(Br)cc1	.	.	.	1	-3	-3	-5	7	.
COc1ccc(N2CCN(C(=O)CCc3ccc(S(=O)(=O)NC(C)C)cc3)CC2)cc1	-2	13	-2.3	7	-3	0	3	8	1
Cc1ccc(S(=O)(=O)N2CCCC2)cc1C(=O)N1CCC(C)CC1	-1	2	2.9	2	7	3	-3	2	3
C/C=C\C=C\C(=O)N1CC2(CC(c3cccc(NC(=O)COc4ccc(Cl)cc4)c3)=NO2)C[C@H]1C(N)=O (stereo partly drawn)	6	-5	2.5	1	-10	-23	-2	4	-14
COc1ccc(C(CNC(=O)c2ccc(S(=O)(=O)N3CCOCC3)cc2)N2CCCCC2)cc1 (stereo not drawn)	-5	0	-3.0	-2	-3	3	3	-10	0
Cn1nnnc1SCCNCc1ccccc1OCc1ccccc1Cl	-1	-7	3.0	-11	-6	0	-4	-11	-7
Cc1ccc(NC(=O)c2cccc(S(C)(=O)=O)c2)cc1	-1	-1	1.0	2	9	-2	3	0	-3
CC(=O)c1ccc(Nc2nc3ccc(C)cc3n3cnnc23)cc1	9	-5	-0.2	0	-6	1	2	0	-3
CCOC(=O)N1CCN(Cc2nc(N)nc(Nc3ccccc3C)n2)CC1	1	3	0.9	2	4	1	4	3	2
CSCCC(NC(=O)COc1ccccc1)C(=O)N(C)CC(=O)Nc1c(C)cccc1C (stereo not drawn)	3	3	1.5	1	4	-2	0	6	0
COc1ccc(C(=O)NNC(=S)NC(=O)c2cccs2)cc1	-6	26	1.2	11	7	0	-3	16	0
CCOC(=O)C(NC(C)=O)(OCc1ccccc1)C(F)(F)F (stereo not drawn)	-2	1	2.2	5	-1	-5	-1	2	0
Cc1cc(C)nc(NN2C(=O)/C(=C/c3ccc(O)cc3)SC2=S)n1	58*	1	34	-9	-79	-82	2	-27	-37
CC1CCN(C(=O)CN2C(=O)C(C)(C)Oc3ccc(C(=O)NC(C)C)cc32)CC1	4	5	-0.1	-2	3	0	3	1	4
O=C(CC12CC3CC(CC(Br)(C3)C1)C2)OCCN1CCCCC1	1	-2	-0.4	0	-3	-5	-5	4	-1
CCOc1cc(/C=C(\C#N)C(=O)Nc2ccc(S(N)(=O)=O)cc2)ccc1OCCN1CCOCC1	-1	4	0.3	6	2	-3	-1	-2	4
CCOC(=O)Cc1csc(N)n1	1	-4	-6.2	0	4	-1	2	-1	2
O=C1CC(c2ccco2)CC2=C1C(c1ccccc1)n1nc(C(F)(F)F)nc1N2 (stereo not drawn)	-1	4	1.6	3	5	-2	0	3	-1
C=C1C(C(=O)Nc2ccc(F)cc2)C1C(=O)Nc1ccc(F)cc1 (stereo not drawn)	-1	6	-0.6	8	2	2	0	-1	1
O=C(CSc1nccc2ccccc12)N1CCN(Cc2ccc3c(c2)OCO3)CC1	1	-13	-4.2	8	4	-1	6	5	4
COCCCNS(=O)(=O)c1ccc2[nH]c(=O)[nH]c2c1	-2	6	0.0	1	0	2	0	2	2
COc1ccccc1C(=O)Nc1ccnn1C1CCN(C(=O)C(C)(C)C)CC1	1	2	0.4	0	3	4	-2	5	-3
CCOc1ccc(N2CC(C(=O)OCC(=O)c3ccc(OC)cc3)CC2=O)cc1 (stereo not drawn)	-5	3	-0.2	-2	-1	-6	0	0	-3
CNC(=O)COc1coc(CN2CCN(c3cccc(Cl)c3)CC2)cc1=O	3	2	-2.0	0	7	-3	0	0	3
O=C(CSc1nnc(CNc2ccccc2)o1)N1CCc2ccccc21	-3	14	-0.9	3	-4	-1	1	5	4
CCOC(=O)/C=C1\CN(Cc2ccc(OC)cc2)S(=O)(=O)c2ccccc21	-2	-11	2.0	1	6	7	1	4	0
Cc1ccccc1S(=O)(=O)Nc1ncc(C(F)(F)F)cc1Cl	-3	-4	-0.9	6	0	-1	-5	6	-1
CCCn1c(N)c(C(=O)CSc2nc3ncc(Cl)cc3[nH]2)c(=O)[nH]c1=O	.	.	.	-9	0	-3	1	-3	.
CC(C)Nc1nc(NC(C)C)nc(OCCOC(=O)c2ccccc2)n1	-4	2	-0.1	8	8	0	-1	7	3
Cn1c(SC/C=C/c2ccccc2)nnc1-c1cccs1	1	-7	-1.7	0	-1	-3	-3	0	-1
Nc1ncc(Br)cc1N=Cc1ccccc1	-4	7	-5.5	25	12	-4	1	25	5
O=C(NC1CCCc2ccccc21)c1cc(F)cc(F)c1 (stereo not drawn)	-4	2	-0.6	-1	6	0	-1	-8	1
COC(=O)c1ccc(NC(=S)NCc2ccco2)cc1	3	4	1.4	7	1	-8	-4	0	-4
CC1=C(C(N)=O)C(c2cccs2)n2nc(-c3cccc(C)c3)nc2N1 (stereo not drawn)	-2	14	0.4	8	0	0	4	7	5
COc1ccc(CNC(=O)Cn2nc(C)n3cccc3c2=O)cc1	-5	3	-2.0	-2	1	-4	8	-5	-4
CN1CCc2c(sc(/N=C/c3cccs3)c2C(N)=O)C1	39*	7	-9.2	28	-38	-4	-2	27	-3
O=C(COC(=O)/C=C/c1cn(-c2ccccc2)nc1-c1cccnc1)Nc1ccc(Cl)cc1Cl	3	3	-2.8	6	-3	-3	-1	-4	-13
CC1(C)CC(=O)c2cnc3nc4ccccc4n3c2C1	2	3	1.3	3	2	-3	-3	6	2
C=CCn1c(SCC(=O)NCc2ccc3c(c2)OCO3)nnc1-c1cccnc1	-1	1	0.2	5	-1	1	1	2	-4
COc1ccc(/C=C/C(=O)NC(=S)NNC(=O)c2c(-c3ccccc3)noc2C)cc1	1	-4	0.1	6	1	6	-3	4	14
CCC1CCC(C(=O)NC(C(=O)NCCN2CCOCC2)C(C)C)CC1 (stereo not drawn)	4	1	-0.3	1	0	2	-1	-1	-2
COc1ccc(F)cc1C1=CC(=O)C[C@H](c2ccc3c(c2)OCO3)C1	.	.	.	0	-2	6	0	2	.
CC(C)CC(NC(=O)c1ccc(Cl)cc1)C(=O)OCC(=O)c1ccc2c(c1)NC(=O)CO2 (stereo not drawn)	-7	5	3.4	4	4	-7	4	-3	-6
CC/C(O)=C1\C(=O)CC(C)(C)CC1=Nc1ccccc1C	0	3	1.1	6	0	0	-1	10	0
Cc1ccc(NC(=O)COc2ccc(-c3nnco3)cc2)cc1S(=O)(=O)N1CCOCC1	1	7	1.2	1	-7	-4	-2	-3	1
CC(Sc1nc2scc(-c3ccccc3)c2c(=O)[nH]1)C(=O)NC(N)=O (stereo not drawn)	2	-12	-0.8	5	-7	-7	-4	1	-6

12 of the compounds above, comma-delimited:
Structure,TPT1 inhibitor,GSTO1 counter,MEX-5 binding,Bcl-xL primary,GLD-1 RNA inh,PME-1 inh,PAD4 FP inh,MCL1 BIM primary,Fam108B inh
Cn1c(SC/C=C/c2ccccc2)nnc1-c1cccs1,1,-7,-1.7,0,-1,-3,-3,0,-1
Nc1ncc(Br)cc1N=Cc1ccccc1,-4,7,-5.5,25,12,-4,1,25,5
O=C(NC1CCCc2ccccc21)c1cc(F)cc(F)c1 (stereo not drawn),-4,2,-0.6,-1,6,0,-1,-8,1
COC(=O)c1ccc(NC(=S)NCc2ccco2)cc1,3,4,1.4,7,1,-8,-4,0,-4
CC1=C(C(N)=O)C(c2cccs2)n2nc(-c3cccc(C)c3)nc2N1 (stereo not drawn),-2,14,0.4,8,0,0,4,7,5
COc1ccc(CNC(=O)Cn2nc(C)n3cccc3c2=O)cc1,-5,3,-2.0,-2,1,-4,8,-5,-4
CN1CCc2c(sc(/N=C/c3cccs3)c2C(N)=O)C1,39*,7,-9.2,28,-38,-4,-2,27,-3
O=C(COC(=O)/C=C/c1cn(-c2ccccc2)nc1-c1cccnc1)Nc1ccc(Cl)cc1Cl,3,3,-2.8,6,-3,-3,-1,-4,-13
CC1(C)CC(=O)c2cnc3nc4ccccc4n3c2C1,2,3,1.3,3,2,-3,-3,6,2
C=CCn1c(SCC(=O)NCc2ccc3c(c2)OCO3)nnc1-c1cccnc1,-1,1,0.2,5,-1,1,1,2,-4
COc1ccc(/C=C/C(=O)NC(=S)NNC(=O)c2c(-c3ccccc3)noc2C)cc1,1,-4,0.1,6,1,6,-3,4,14
CCC1CCC(C(=O)NC(C(=O)NCCN2CCOCC2)C(C)C)CC1 (stereo not drawn),4,1,-0.3,1,0,2,-1,-1,-2
